# MC4R antagonist: antagonists of human melanocortin 4 receptor (MC4R) | P32245 | MC4R-expressing cells, MTII-stimulated cAMP, LANCE TR-FRET | inhibition, % at 6.5 µM | 360,000 tested, 0.48% active | AID 540295;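 active means inhibition above its plate's cutoff, the mean of tested wells on that plate plus 3 SD, cut at about 29% in these data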;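 further: 0% = Melanotan II alone and 100% = Melanotan II plus saturating MCL0020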
#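 Material: human MC4R-expressing U2OS cells. Probe or stimulus: Melanotan II challenge. Dosing: 6.5 µM single dose. Times: 30-min compound, 1-h challenge, 1-h detection, room temperature. Technique: TR-FRET with Eu-cAMP and labeled anti-cAMP, 671 nm. Replication: singlicate.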
# MC4R barr agon: agonists of human melanocortin 4 receptor (MC4R) beta-arrestin; activation, % at 8.9 µM; P32245; AID 540308; U2OS MC4R beta-arrestin complementation, luminescence; percent of melanotan II response, DMSO zero; 360,000 tested, 0.98% active;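 active means activation above a per-plate cutoff, the mean activation of sample wells on that plate plus 3 SD, cut at about 8% in these data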
# NCOA2 inhibitor: inhibits human steroid receptor coactivator 2; inhibition, % at 9 µM; 370,000 tested, 0.17% active; HEK293 GAL4-SRC2 luciferase reporter, luminescence;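 active means inhibition above the mean inhibition of all tested compounds plus 3 SD, set per campaign, cut at about 52% in these data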;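 further: 0% = DMSO treated cells and 100% = cells given Gossypol at 36 µM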
# HTR2A ag: agonists of mouse serotonin 5-HT2A receptor (HTR2A); CHO-K1 mHTR2A beta-arrestin complementation, luminescence; percent of 30 µM serotonin response; activation, % at 7.6 µM; 360,000 tested, 0.66% active; AID 624169;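 active means activation above a run cutoff, the mean activation of all tested compounds plus 3 SD, cut at about 14% in these data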;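 further: 0% = plate median of compound wells and 100% = 30 µM serotonin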
# NOD2-RIPK2 inh: blocks binding of human NOD2 to RIPK2; O43353; CHO BLA complementation NOD2-RIPK2, CCF4 ratio; inhibition, % at 4.98 µM; 360,000 tested, 0.38% active; in the data active means inhibition above about 21%;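 further: 0% = vehicle only and 100% = reference blocker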
# Cardio protect: myocardial damage modulation in H9c2 cells. 360,000 tested, 0.63% active. H9c2 cardiomyocytes, H2O2 injury protection, ATPLite, 2 h. AID 588492. protection from H2O2 cell death, % at 20 µM;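 active means compounds giving at least 50% protection of heart cells from peroxide-induced death in the single-dose screen, raw or plate-pattern-corrected value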;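 further: 0% = DMSO wells with peroxide and 100% = DMSO wells without peroxide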
# ABHD5-PLIN5 inh: blocks binding of human ABHD5 to perilipin-5 | Q00G26+Q8WTS1 | Split G. princeps luciferase complementation, luminescence, 4 h | inhibition, % at 4 µM | 360,000 tested, 0.78% active;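 active means inhibition above the mean inhibition across every tested compound plus 3 SD, cut at about 22% in these data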;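 further: 0% = DMSO only wells and the 100% control is not disclosed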
# N-glyco inh: N-linked glycosylation inhibition. D54 ERlucT glycosylation luciferase reporter, 24 h; percent of 100 nM tunicamycin response. reporter increase, % at 12.5 µM. 360,000 tested, 0.23% active. AID 588692;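 active means mean luciferase reporter signal, scaled so untreated is 0 and the glycosylation-blocking control 100, at or above a set limit in every replicate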;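 further: luciferase carries N-glycosylation sites so blocking glycosylation raises the light; 0% = median of neutral control wells and 100% = median of 100 nM tunicamycin wells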
# ABCB6 inh 2: inhibitors of human ABC transporter ABCB6; K562-ABCB6 porphyrin accumulation, flow cytometry, 1 h; active compounds read low; fluorescence ratio to DMSO, % at 10 µM; 360,000 tested, 0.19% active;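 active means fluorescence ratio to DMSO below 75%, the collection mean minus 3 SD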;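 further: signal is porphyrin accumulated inside mitochondria; 100% equals median channel fluorescence of DMSO control wells; lower ratio means ABCB6 inhibition with less porphyrin fluorescence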
# TLR9-MyD88 block: TLR9-MyD88 interaction inhibition | Q9NR96+Q99836 | CHO BLA complementation TLR9-MyD88, CCF4 FRET ratio | inhibition, % at 4.98 µM | 340,000 tested, 0.21% active;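 active means inhibition above the mean over all tested compounds plus 3 SD, cut at about 21% in these data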;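 further: 0% = DMSO only wells and 100% = clavulanate BLA inhibitor control wells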
# Target sequence (Q99836 whole entry, looked up): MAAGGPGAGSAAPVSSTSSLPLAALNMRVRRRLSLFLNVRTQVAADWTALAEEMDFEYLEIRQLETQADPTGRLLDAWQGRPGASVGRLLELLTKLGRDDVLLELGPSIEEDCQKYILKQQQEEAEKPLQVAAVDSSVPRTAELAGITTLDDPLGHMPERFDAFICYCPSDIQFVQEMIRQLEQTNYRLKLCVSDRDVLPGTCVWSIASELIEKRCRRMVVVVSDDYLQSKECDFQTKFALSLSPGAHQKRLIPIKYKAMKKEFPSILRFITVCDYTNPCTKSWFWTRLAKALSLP
# Target sequence (Q9NR96 whole entry, looked up): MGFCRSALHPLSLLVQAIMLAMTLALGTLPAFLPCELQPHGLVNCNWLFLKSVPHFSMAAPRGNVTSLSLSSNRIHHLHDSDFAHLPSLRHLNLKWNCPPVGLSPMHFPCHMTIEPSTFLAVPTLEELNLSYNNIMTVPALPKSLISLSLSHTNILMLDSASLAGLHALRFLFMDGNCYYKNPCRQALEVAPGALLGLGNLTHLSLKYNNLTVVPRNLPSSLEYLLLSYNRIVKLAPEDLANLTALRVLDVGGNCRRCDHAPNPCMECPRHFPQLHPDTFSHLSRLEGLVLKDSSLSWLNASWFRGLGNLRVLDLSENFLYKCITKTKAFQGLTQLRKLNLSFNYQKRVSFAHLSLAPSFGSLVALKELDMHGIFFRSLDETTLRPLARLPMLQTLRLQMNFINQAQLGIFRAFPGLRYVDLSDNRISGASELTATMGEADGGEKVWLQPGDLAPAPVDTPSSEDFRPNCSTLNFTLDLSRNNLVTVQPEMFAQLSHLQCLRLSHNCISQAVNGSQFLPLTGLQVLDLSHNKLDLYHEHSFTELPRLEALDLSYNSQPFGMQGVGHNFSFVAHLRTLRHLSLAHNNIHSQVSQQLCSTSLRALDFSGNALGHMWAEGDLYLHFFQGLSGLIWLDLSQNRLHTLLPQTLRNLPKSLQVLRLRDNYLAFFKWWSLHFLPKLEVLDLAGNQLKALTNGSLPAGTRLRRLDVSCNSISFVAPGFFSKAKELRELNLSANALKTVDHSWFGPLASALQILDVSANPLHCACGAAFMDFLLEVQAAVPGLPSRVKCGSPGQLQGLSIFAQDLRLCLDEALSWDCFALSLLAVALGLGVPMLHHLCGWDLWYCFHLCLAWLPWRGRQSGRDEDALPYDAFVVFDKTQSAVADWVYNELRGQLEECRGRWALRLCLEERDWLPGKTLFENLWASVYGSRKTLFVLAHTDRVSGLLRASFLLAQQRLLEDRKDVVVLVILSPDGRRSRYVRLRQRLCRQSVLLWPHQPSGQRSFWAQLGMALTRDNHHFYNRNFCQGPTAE
# Numbers without * were called inactive; / = no result given. A portion of the library. The share of hits here may be higher or lower than overall.
SMILES,MC4R antagonist,MC4R barr agon,NCOA2 inhibitor,HTR2A ag,NOD2-RIPK2 inh,Cardio protect,ABHD5-PLIN5 inh,N-glyco inh,ABCB6 inh 2,TLR9-MyD88 block
Nc1nonc1-n1nnc(C(=O)N/N=C/c2ccoc2)c1-c1ccccc1,24,1.5,-11,5,0,-3,-6,0,102,2
COc1cccc(CNC(=O)C2CCN(S(=O)(=O)N3CCCC3)CC2)c1,21,0.3,1,-1,-3,-3,-6,0,98,-2
Cc1ccc(CNS(=O)(=O)c2cc3c4c(c2)C(C)C(=O)N4CCC3)cc1 (configuration not stated),10,-3.5,8,5,4,-9,0,0,97,4
O=C(c1ccco1)N1CCN(CC(=O)N2c3ccccc3CCc3ccccc32)CC1,2,-0.9,3,-1,3,17,-6,-1,95,-2
Cc1ccc2scc(CN3CCCC3)c2c1,2,0.4,4,-5,-3,-5,1,-3,94,-3
COc1cccc(NC(=S)N(CCC(C)C)C2CCN(C(C)=O)CC2)c1,2,-0.8,-1,6,-7,4,-8,2,95,-1
Cc1noc(C)c1S(=O)(=O)N(C)C[C@H]1Oc2ccc(NC(=O)Cc3ccccc3)cc2C(=O)N([C@H](C)CO)C[C@@H]1C,8,0.6,-10,3,1,0,7,0,106,-4
Nc1ncnc(Nc2cc(C(F)(F)F)cc(C(F)(F)F)c2)n1,-1,0.6,27,5,0,-4,2,4,99,-2
S=c1[nH]c2ncccc2o1,3,-1.8,-1,0,-1,2,2,1,93,-13
CSc1ncccc1C(=O)Nc1ccncc1,4,-3.4,-11,8,-7,2,4,3,95,-3
COc1ccc(CCNC(=O)c2ccc(NC3=NC4CS(=O)(=O)CC4S3)cc2)cc1OC (configuration not stated),-6,-1.5,7,-3,-5,5,7,0,94,2
O=C1c2ccccc2C(=O)C12OC2c1cccc2ccccc12 (configuration not stated),-4,0.5,-16,5,-9,6,13,-2,96,11
CCCCSc1nnc(C)c(=O)[nH]1,0,-0.5,8,2,-6,1,11,1,99,-1
CCCCc1nc2cc(C(=O)N3CCCCC3CCNC(C)=O)ccc2o1 (configuration not stated),4,2.9,-24,7,-12,1,-3,0,99,3
Cc1nc2ccccc2c(-c2ccccc2)c1C(=O)c1ccccc1,8,1.0,15,3,1,-4,6,-4,95,-11
CC(=O)c1cnc2c(-c3ccccc3)cnn2c1C,6,-3.1,-54,2,-5,-11,2,1,97,11
COc1ccc(/C=N/NC(=S)Nc2c(C)n(C)n(-c3ccccc3)c2=O)cc1OC,3,-3.0,8,-6,4,3,5,0,99,2
COc1cccc(C(=O)Oc2cc3c4c(c2)C(C)=CC(C)(C)N4C(=O)C3=O)c1,-21,1.0,19,2,12,-20,33*,9,97,-32
COP(=O)(OC)C(Nc1ccc(Cl)cc1)c1ccccc1 (configuration not stated),5,0.4,14,9,-19,-1,-3,-1,92,-6
CSc1ccccc1NC(=O)c1ccccc1N(Cc1ccccc1)S(C)(=O)=O,5,-0.7,/,0,5,1,-6,-4,99,-1
O=C(NC1CCCCCCC1)c1ccc(F)cc1,6,0.1,-36,-1,-7,-3,-3,-5,97,-3
O=S(=O)(NC1CCCCC1Nc1ccccc1)c1ccccc1 (configuration not stated),-4,-0.3,-8,6,5,1,0,-1,99,3
COc1ccccc1OCC(=O)Nc1ccccc1C(=O)NCc1ccco1,-2,-0.9,8,-2,-5,24,0,-1,94,-3
Cc1ccccc1Oc1ccc2c(c1)[C@@H]1C[C@H]3[C@@H](C(=O)N1CC2)[C@H](C)ON3C,8,-1.0,-2,-5,-1,-23,-2,-1,94,1
CCOc1ccc(N(CCCCO)C(=S)NC(=O)c2ccc(C)c(Br)c2)cc1,8,-1.2,5,2,-7,-1,3,0,100,1
CSCCC(NC(=O)COc1ccccc1)C(=O)N1CCCCC1 (configuration not stated),-4,-2.1,6,-2,-10,4,1,0,101,-9
COc1ccc(OC)c(NC(=O)Cc2cccs2)c1,9,0.4,-11,6,0,4,6,1,103,0
CCCn1c2ccccc2c2cnn(CC(=O)OC)c(=O)c21,-2,-1.0,11,3,6,4,0,3,99,11
CC(=O)Nc1ccc(NC2=CC(=O)CC(C)(C)C2)cc1,-1,1.1,-11,0,-7,8,-1,2,102,-17
CC(C)CNc1nc(SCC(=O)Nc2ccccc2)nc(N2CCOCC2)n1,13,0.3,-18,1,-12,-1,-6,-5,99,-5
Cc1ccc(S(=O)(=O)N(Cc2ccccc2Cl)C(=O)N2CCN(C)CC2)cc1,-1,-3.1,-1,-1,-4,4,-2,0,95,-1
COc1cc(N)c(Cl)cc1C(=O)OCC(=O)N1CCc2ccccc21,-3,-1.8,-17,-2,2,2,-3,-1,96,6
Cc1ccnc(N2C(=O)OC(C)(C)C2(C)O)c1 (configuration not stated),-9,2.0,-3,5,-1,2,5,1,98,4
CC(=O)OC(C(=O)Nc1nccs1)c1ccccc1 (configuration not stated),8,0.8,4,16*,-8,5,1,1,102,-15
COc1ccc(/C=N/NC(=O)CNc2ccc(Br)cc2)c(C(=O)O)c1OC,-5,0.6,9,-9,-6,0,-4,-1,102,-8
CC1=C[C@@H](C)[C@@H](c2ccccc2)OC1=O,7,-0.1,-4,4,2,1,-9,7,103,-3
O=C1C(Cl)=C(N2CCC(C(=O)O)CC2)C(=O)c2ccccc21,-16,-1.7,/,-3,-6,-10,-22,6,92,5
COc1ccc(NS(=O)(=O)c2ccc(Cl)c(N)c2)cc1Br,5,2.0,3,0,-3,-11,-13,-3,100,-7
CN(CCC#N)C(=O)COC(=O)C1c2ccccc2Oc2ccccc21,21,-0.3,-3,1,-8,0,2,1,99,-11
CCOC(=O)C1(Cc2ccccc2)CCN(Cc2cccn2-c2cccnc2)CC1,8,1.9,21,4,-10,-12,6,0,94,-7
CCC(=O)c1c[nH]c(C(=O)NCCCn2ccnc2)c1,3,-0.6,-23,-4,3,7,-1,1,105,3
CCn1c2ccccc2c2cc(NC(=O)CSc3nnc(-c4ccccc4OC)n3N)ccc21,5,-1.1,9,3,1,9,8,0,106,15
COc1ccc(S(=O)(=O)N(C)C[C@H]2OCc3cnnn3CCCC(=O)N([C@H](C)CO)C[C@H]2C)cc1,3,-1.9,1,1,6,-1,2,0,101,-13
CCc1cccc(C)c1NC(=O)c1ccccc1,11,-2.4,3,-1,-7,-1,-6,1,101,7
CCCN(CC(=O)Nc1ccccc1C)C(=O)c1ccc(OCc2c(C)noc2C)cc1,10,-1.4,-6,1,6,0,3,-2,97,-7

# 14 compounds already listed, arranged by molecular weight, smallest number first.
SMILES,MC4R antagonist,MC4R barr agon,NCOA2 inhibitor,HTR2A ag,NOD2-RIPK2 inh,Cardio protect,ABHD5-PLIN5 inh,N-glyco inh,ABCB6 inh 2,TLR9-MyD88 block
Cc1ccc2scc(CN3CCCC3)c2c1,2,0.4,4,-5,-3,-5,1,-3,94,-3
Cc1ccnc(N2C(=O)OC(C)(C)C2(C)O)c1 (configuration not stated),-9,2.0,-3,5,-1,2,5,1,98,4
CCC(=O)c1c[nH]c(C(=O)NCCCn2ccnc2)c1,3,-0.6,-23,-4,3,7,-1,1,105,3
CC(=O)OC(C(=O)Nc1nccs1)c1ccccc1 (configuration not stated),8,0.8,4,16*,-8,5,1,1,102,-15
CCCn1c2ccccc2c2cnn(CC(=O)OC)c(=O)c21,-2,-1.0,11,3,6,4,0,3,99,11
COc1cc(N)c(Cl)cc1C(=O)OCC(=O)N1CCc2ccccc21,-3,-1.8,-17,-2,2,2,-3,-1,96,6
Nc1nonc1-n1nnc(C(=O)N/N=C/c2ccoc2)c1-c1ccccc1,24,1.5,-11,5,0,-3,-6,0,102,2
Cc1ccc(CNS(=O)(=O)c2cc3c4c(c2)C(C)C(=O)N4CCC3)cc1 (configuration not stated),10,-3.5,8,5,4,-9,0,0,97,4
Cc1ccccc1Oc1ccc2c(c1)[C@@H]1C[C@H]3[C@@H](C(=O)N1CC2)[C@H](C)ON3C,8,-1.0,-2,-5,-1,-23,-2,-1,94,1
COc1ccccc1OCC(=O)Nc1ccccc1C(=O)NCc1ccco1,-2,-0.9,8,-2,-5,24,0,-1,94,-3
CC(C)CNc1nc(SCC(=O)Nc2ccccc2)nc(N2CCOCC2)n1,13,0.3,-18,1,-12,-1,-6,-5,99,-5
Cc1ccc(S(=O)(=O)N(Cc2ccccc2Cl)C(=O)N2CCN(C)CC2)cc1,-1,-3.1,-1,-1,-4,4,-2,0,95,-1
COc1ccc(CCNC(=O)c2ccc(NC3=NC4CS(=O)(=O)CC4S3)cc2)cc1OC (configuration not stated),-6,-1.5,7,-3,-5,5,7,0,94,2
COc1ccc(S(=O)(=O)N(C)C[C@H]2OCc3cnnn3CCCC(=O)N([C@H](C)CO)C[C@H]2C)cc1,3,-1.9,1,1,6,-1,2,0,101,-13

# (next part)
SMILES,MC4R antagonist,MC4R barr agon,NCOA2 inhibitor,HTR2A ag,NOD2-RIPK2 inh,Cardio protect,ABHD5-PLIN5 inh,N-glyco inh,ABCB6 inh 2,TLR9-MyD88 block
CCN(Cc1ccccc1)C(=O)CN1C(=O)NC2(CC(C)CC(C)(C)C2)C1=O (configuration not stated),-1,-3.3,31,2,-5,3,1,-1,96,-7
CCCCCCCn1ccc(=N)cc1,12,1.4,3,11,-10,-29,1,-2,83,-7
CCCCNC(=O)c1ccc(NS(=O)(=O)c2ccc3[nH]c(=O)[nH]c3c2)cc1,5,-3.7,6,5,-7,2,3,0,93,1
CC(=O)N/C(=C\c1ccccc1)C(=O)OCC(=O)c1c(N)n(C)c(=O)n(C)c1=O,7,-1.6,-10,-3,6,1,2,1,103,2
CCCOc1ccc(C(=O)Nc2cc(-c3nn4c(C)nnc4s3)ccc2C)cc1,-5,3.6,-28,4,3,4,-1,0,97,1
CCC(=O)NC(=S)Nc1cccc(C(C)=O)c1,2,-0.6,-10,-2,-10,-4,-4,4,98,0
Cc1ccc2sc(NC(=O)c3ccc(N4C(=O)CCC4=O)cc3)nc2c1C,20,-0.5,-3,14,2,-8,5,4,102,6
COc1ccc(-c2nc(SC)n(S(=O)(=O)c3ccccc3)n2)cc1,-5,-1.4,-34,-5,-9,-7,-8,2,94,-9
CCCNC(=O)NC(=O)COc1ccc2oc3ccccc3c2c1,4,1.7,10,4,2,-3,2,-1,103,-2
COc1ccccc1N1CCN(S(=O)(=O)c2c(C(=O)N3CCOCC3)c(C)n(C)c2C)CC1,10,-0.1,4,8,-4,0,-11,2,102,2
c1ccc(-c2nc(NCc3ccco3)c3ccccc3n2)cc1,-1,-0.3,3,-6,-6,4,-4,10,100,8
CCSc1ncc(C#N)c(=O)[nH]1,5,0.2,-15,-2,9,7,9,1,97,6
O=C(CSc1nnc(Cc2ccccc2)o1)c1ccccc1,10,0.8,-32,-7,15,-2,-5,1,98,-3

# Assay outcomes as filed in PubChem.
